CHRM4 agonist – agonists of human muscarinic M4 receptor (CHRM4); CHO-K1 hM4/Gqi5, Fluo-8 calcium fluorescence; vehicle 0%, full acetylcholine response 100%; activation, % at 3 µM; actives 0.14% (n = 360,000); AID 624127;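 active = activation above the run mean over all test wells plus 3 SD, cut at about 32% in these data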;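 also: peak over basal fluorescence ratio per well then scaled between controls; 0% = DMSO wells and 100% = acetylcholine at EC100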
Target sequence (P08173 whole entry, looked up): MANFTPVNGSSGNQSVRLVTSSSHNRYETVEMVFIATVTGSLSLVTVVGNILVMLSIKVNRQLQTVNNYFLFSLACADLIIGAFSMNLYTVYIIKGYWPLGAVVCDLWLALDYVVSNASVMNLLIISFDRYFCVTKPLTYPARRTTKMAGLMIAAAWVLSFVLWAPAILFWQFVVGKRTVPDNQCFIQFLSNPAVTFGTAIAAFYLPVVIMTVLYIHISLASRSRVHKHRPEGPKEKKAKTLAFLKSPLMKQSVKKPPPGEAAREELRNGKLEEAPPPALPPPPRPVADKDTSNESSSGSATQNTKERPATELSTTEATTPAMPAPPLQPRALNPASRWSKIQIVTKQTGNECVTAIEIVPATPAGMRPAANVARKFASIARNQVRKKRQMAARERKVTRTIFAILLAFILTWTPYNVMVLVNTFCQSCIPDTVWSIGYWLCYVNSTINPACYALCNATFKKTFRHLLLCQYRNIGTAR
CHRM5 antagonist – CHRM5 antagonism in calcium assay. P08912. CHO-hM5 cells, Fluo-8 calcium fluorescence, ACh EC80. inhibition, % at 3 µM. actives 0.59% (n = 360,000). AID 624040;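 active = inhibition above a per-plate cutoff, the mean of that plate's test compounds plus 3 SD, cut at about 27% in these data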;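 also: 0% = acetylcholine EC80 with DMSO and 100% = DMSO without agonist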
Target sequence (P08912 whole entry, looked up): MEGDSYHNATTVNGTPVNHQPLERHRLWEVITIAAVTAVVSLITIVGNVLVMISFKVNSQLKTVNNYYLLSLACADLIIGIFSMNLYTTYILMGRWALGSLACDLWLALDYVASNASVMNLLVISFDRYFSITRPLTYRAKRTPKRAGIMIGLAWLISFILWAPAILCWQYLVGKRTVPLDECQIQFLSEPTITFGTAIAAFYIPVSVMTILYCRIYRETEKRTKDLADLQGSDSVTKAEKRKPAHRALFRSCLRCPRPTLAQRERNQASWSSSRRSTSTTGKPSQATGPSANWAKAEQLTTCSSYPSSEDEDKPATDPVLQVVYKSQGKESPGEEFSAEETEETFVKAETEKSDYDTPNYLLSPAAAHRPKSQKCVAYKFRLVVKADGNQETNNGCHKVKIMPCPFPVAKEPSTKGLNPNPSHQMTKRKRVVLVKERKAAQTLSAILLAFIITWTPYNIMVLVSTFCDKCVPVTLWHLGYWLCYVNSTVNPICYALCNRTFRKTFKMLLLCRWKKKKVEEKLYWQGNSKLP
CHRM5 PAM – potentiates acetylcholine response at human M5 receptor | CHO-K1 hM5, Fluo-8 calcium, ACh EC20 PAM; 0% = ACh EC20, 100% = ACh EC100 | activation, % at 3 µM | actives 0.3% (n = 360,000) | AID 624038 | P08912;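 active = activation above the run cutoff, the mean activation of all test compounds plus 3 SD, cut at about 18% in these data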
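System: CHO-K1 cell line with stable human muscarinic M5 receptor expression | Also added: EC20 acetylcholine as agonist stimulus | Compound: One concentration, 3 µM final (nominal) | Timing: Fluo-8 loading 80 min at 37 °C plus 30 min room temperature | Measured by: Fluo-8 calcium dye fluorescence, kinetic read | Read-out basis: % activation, ACh-normalized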
M1 PAM – human CHRM1 positive allosteric modulation | activation, % at 3 µM | CHO-K1 hM1, Fluo-8 calcium fluorescence, ACh EC20; 0% = ACh EC20, 100% = maximal ACh | P11229 | actives 0.088% (n = 360,000) | AID 588819; in the data active = activation above about 19%, passing the limit was not always enough
CHRM5 agonist – agonists of human muscarinic M5 receptor (CHRM5). P08912. CHO-K1 hM5 cells, Fluo-8 calcium fluorescence; 0% DMSO wells, 100% maximal acetylcholine response. activation, % at 3 µM. actives 0.19% (n = 360,000). AID 624037;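 active = activation above the run's mean over test compounds plus 3 SD, cut at about 23% in these data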;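 also: signal is peak over basal fluorescence ratio across the kinetic read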
CRFR2-BP ag – CRF-BP/CRF-R2 complex agonism. HEK293 CRF-R2/CRF-BP, calcium dye fluorescence (FLIPR); percent of saturating CRF peptide response. activation, % at 13.2 µM. actives 0.46% (n = 350,000). AID 588473;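 active = activation of at least 50%, plus an integration ratio under a set limit after plate pattern correction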;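 also: plate controls were neutral control wells without compound for no effect and CRF at EC100 for full effect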
M1 antag – blocks human M1 muscarinic receptor; inhibition, % at 3 µM; actives 1.3% (n = 360,000); P11229; CHO-K1 hM1, Fluo-8 calcium fluorescence, ACh EC80 antagonist; AID 588852;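 active = percent inhibition above its own plate's cutoff, namely the mean of that plate's compound wells plus 3 SD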;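 also: peak over basal fluorescence ratio during 140 s after agonist addition; 0% = ACh EC80 plus DMSO and 100% = DMSO alone without agonist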
M4 PAM – positive allosteric modulators of human muscarinic M4 receptor. activation, % at 3 µM. actives 0.4% (n = 360,000). P08173. CHO-K1 hM4/Gqi5, Fluo-8 calcium fluorescence, ACh EC20; 0% = ACh EC20, 100% = maximal ACh;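 active = activation above its plate's cutoff, the mean activation of sample wells plus 3 SD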; also: some results filed as inactive read as strong as hits
CHRM4 antagonist – antagonists of human muscarinic M4 receptor (CHRM4); P08173; CHO-hM4 cells, ACh EC80, Fluo-8 calcium fluorescence; inhibition, % at 3 µM; actives 0.73% (n = 360,000);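 active = inhibition above its plate's cutoff, the mean inhibition of sample wells plus 3 SD, cut at about 27% in these data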;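 also: 0% = acetylcholine EC80 with DMSO and 100% = DMSO without agonist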
* marks the source's active call; other numbers are inactive results; . = not tested or not shown.

structure	CHRM4 agonist	CHRM5 antagonist	CHRM5 PAM	M1 PAM	CHRM5 agonist	CRFR2-BP ag	M1 antag	M4 PAM	CHRM4 antagonist
COc1ccc(NC(=O)C#Cc2ccccc2)cc1	1	10	0	6	-6	-0.8	-2	-5	9
CCOCCCNC(=O)C(NC(=O)c1ccc(=O)[nH]c1)c1ccc(Cl)cc1 (centres undefined)	1	9	-5	13	3	1.1	-3	5	-9
CS(=O)(=O)N(CC(=O)Nc1ccccc1)Cc1ccc(Cl)cc1	1	11	-6	3	0	1.2	-3	-2	3
O=C(CN1CCCc2ccccc21)NCCc1ccc(Cl)cc1	0	15	-2	0	-8	0.0	7	-7	1
COc1cccc(CN2CCNC(=O)C2CC(=O)NCCc2ccccn2)c1 (centres undefined)	1	-1	-3	13	-2	13	-4	7	0
CCCCn1c(N)c(N(CC(C)C)C(=O)CSCC(=O)Nc2ccc(OC)cc2)c(=O)[nH]c1=O	0	-1	8	11	2	-0.8	-10	6	3
O=C(Nc1ccc2c(c1)oc1ccccc12)c1ccc(Br)o1	1	3	-5	-10	-6	2.8	11	-1	2
Cc1ccc(C)c(C2=NNC(=NCc3ccccc3)SC2)c1	2	-1	3	-1	1	-5.6	12	-7	-2
N=c1c2c(n(Cc3ccc(Cl)cc3)c3c1CCC3)CCC2	0	3	-1	-14	-12	-1.1	23	-11	17
Cc1ccc(-c2c(C(=O)NNC(=S)NCC3CCCO3)csc2C)cc1 (centres undefined)	1	8	1	9	-5	-0.8	-9	0	-3
COC(=O)c1nnn(CC(=O)Nc2cccc(OC)c2)c1C(=O)OC	1	0	-9	-8	-1	-1.0	1	-8	7
O=C(Nc1ccc(OC(=O)c2ccccc2)c(-c2nc3ccccc3s2)c1)c1ccccc1	0	3	-3	-1	5	-0.5	8	-4	9
COC(=O)C(C)(C)ONC(=O)Nc1ccc(C)cc1	-1	2	2	5	1	-1.0	-15	1	-2
CCN(Cc1cnn(C)c1)C(=O)c1cc(COc2ccc(F)cc2F)on1	1	1	-1	-3	2	-2.1	11	-4	0
CCOC(=O)c1cc2c(ccn2C)n1CC(=O)N(CC)CC	0	0	3	-8	-1	-0.3	-2	-7	10
CCCCCCNc1c([N+](=O)[O-])c(=O)sc2ccccc12	17	11	-18	-19	3	-1.5	42*	-18	5
Cc1c(C(=O)N2CCOCC2)c(S(=O)(=O)N2CCN(c3ccc(Cl)cc3)CC2)c(C)n1C	0	-5	6	4	-5	-1.2	1	1	8
CCN(CC)c1ccc(C2C(C(C)=O)C(=O)CC(C)(O)C2C(C)=O)cc1 (centres undefined)	1	1	1	12	-9	0.3	-15	0	7
Cc1nc(NCCO)c2nnn(Cc3ccccc3F)c2n1	1	2	-1	0	-6	-0.1	4	9	-2
CC(C)C[C@@H](CO)N1CCN(Cc2cccnc2)CCC1=O	0	-2	12	14	-4	0.0	-12	14	-7
O=C(CN1C(=O)NC2(CCc3ccccc32)C1=O)NCC(F)(F)F (centres undefined)	0	15	-3	-2	0	-0.2	15	-4	5
Cc1c(C(=O)NCc2ccc(F)cc2)c(-c2ccccc2)nn1-c1ccccc1	1	-4	2	6	-4	0.9	-29	7	-4
CCCn1nc(NC(=O)C2CCCO2)c2cc3cccc(C)c3nc21 (centres undefined)	-2	6	0	25	1	3.4	-18	0	-10
COc1cc(OC)c(NC(=O)Cc2cccs2)cc1Cl	0	-6	2	9	-6	-1.5	-9	4	-7
CC1(C(=O)NS(=O)(=O)c2ccccc2)CCN1C(=O)C1CCCCC1 (centres undefined)	1	-1	0	8	1	.	-18	6	-8
O=C(O)/C=C/c1cccc(NC(=O)c2ccccc2)c1	0	5	-6	3	1	5.3	-5	5	-7
CN1c2cccc3cccc(c23)N(C)C1(C)C	2	3	-16	1	-7	4.2	5	-1	-2
Cc1ccc(CNC(=O)C(=O)NCC2OCCN2C(=O)c2ccc(Cl)cc2)cc1 (centres undefined)	1	3	-2	-1	-1	-4.2	0	5	-4
CCCCn1c(N)c(N(CC(C)C)C(=O)c2ccc(S(=O)(=O)N(CC)c3ccccc3)cc2)c(=O)[nH]c1=O	1	1	0	16	0	11	-29	10	-16
CCOC(=O)c1ccc(CNS(=O)(=O)c2c(C)ccc3nsnc23)o1	0	2	1	5	0	0.7	-7	3	1
COc1ccc(C(=O)CC(=O)c2ccc(OC)cc2)cc1	0	-1	6	2	2	2.7	7	2	-1
COc1ccccc1N1CCN(C2CC(=O)N(c3ccc(F)cc3)C2=O)CC1 (centres undefined)	2	0	0	4	5	0.6	-10	-1	6
COc1cccc(-n2nnc3c(=O)n(Cc4ccccc4Cl)cnc32)c1	1	-7	5	5	0	1.3	-10	19	-9
C=CCOC(=O)CN1C(=O)c2ccccc2C1=O	3	0	1	10	-1	-0.1	-7	13	10
CC(Sc1nncs1)C(=O)NC1CCCCC1C (centres undefined)	0	15	-5	10	-1	1.2	-7	-1	2
CC(C)CC(=O)NN(C)c1nc(-c2ccccc2)nnc1C(F)(F)F	0	-6	3	6	-5	-1.4	-5	0	-1
COC(=O)/C(=C\Nc1cccc(Cl)c1C)c1ncc(C(F)(F)F)cc1Cl	0	-11	1	-3	-1	-0.8	3	0	-1
COc1ccc(NC(=O)CCNS(=O)(=O)c2cccc3nsnc23)c(OC)c1	1	3	1	-3	-3	0.0	-3	1	-9
O=C(NC1CCCCC1)C(c1ccc(F)cc1)N(Cc1cccs1)C(=O)CN1C(=O)c2ccccc2S1(=O)=O (centres undefined)	1	7	-4	-6	0	1.5	13	-8	1
CC(=O)NNC1=Nc2ccccc2N(C)C(C)C1 (centres undefined)	1	5	-4	3	-2	-0.3	-11	6	-12
COc1ccc(Cl)cc1CC1(C)C(=O)Nc2c(Cl)cccc21 (centres undefined)	1	0	-7	7	-2	.	-12	-3	-10
CC(C)CC(=O)Nc1ncnc2c1C(=O)CC(C)(C)C2	0	-3	5	1	-4	-0.4	-3	4	-4
CCOc1ccc(CC2NCCc3cc(OCC)c(OCC)cc32)cc1OCC (centres undefined)	0	1	1	6	2	-1.2	-9	-11	-2
CCC1CCCCN1Cc1c(O)ccc2c(=O)c(-c3ccccc3)coc12 (centres undefined)	1	4	9	3	-4	0.2	-7	-1	1
COc1cc(NC(=O)Cc2ccc([N+](=O)[O-])cc2)c(C(=O)O)cc1OC	0	-17	6	11	-3	-0.7	-8	1	-13
N#Cc1ccc(C(=O)OCC(=O)Nc2ccc(S(N)(=O)=O)cc2)cc1	0	-8	13	4	6	-1.8	-10	0	-15
CCCCN(C(=O)c1ccc2c(c1)NC(=O)CS2)c1ccccc1	2	9	1	5	-1	-0.8	-1	5	-3
CCCn1cc(SCC(=O)Nc2cc(C)on2)c2ccccc21	0	5	2	17	-4	-3.9	-25	12	-2
O=C(COn1nnc2ccc(S(=O)(=O)N3CCOCC3)cc21)Nc1c(F)c(F)c(F)c(F)c1F	3	4	-5	6	0	0.0	-3	-4	-3
Cc1ccc(C2CC(c3cccs3)=NN2C(=O)CSc2nc(=O)n3cc(C)ccc3n2)cc1 (centres undefined)	2	9	-5	-5	-6	-0.3	8	-4	8
CC(C)C(NC(=O)c1ccc(C(C)(C)C)cc1)C(=O)N1CCCC1 (centres undefined)	1	3	0	10	-2	-1.1	-8	-6	-2
Cn1c(=O)c2c(ncn2CC(=O)N/N=C/C(Cl)=C/c2ccccc2)n(C)c1=O	1	-8	6	-1	2	-1.7	-3	-3	4
Cc1ccc2cc(C#N)c(N3CCCN(S(=O)(=O)c4ccccc4)CC3)nc2c1C	1	1	2	5	1	1.5	-2	-2	5
COCCNC(=O)C(c1ccc(O)cc1)N(Cc1cccs1)C(=O)CCC(=O)Nc1ccccn1 (centres undefined)	0	18	-2	7	-2	-0.1	-4	0	5
NC(=O)COc1ccc(Nc2nnc(-c3ccc(O)cc3)c3ccccc23)cc1	-1	21	-7	-10	-7	1.5	27	-4	-2
CCCN(CC(=O)Nc1cc(Cl)ccc1Cl)C(=O)c1ccccc1SCC(=O)N1CCCC1	4	-1	2	5	-3	-0.2	-4	-1	-1

Next part.
structure	CHRM4 agonist	CHRM5 antagonist	CHRM5 PAM	M1 PAM	CHRM5 agonist	CRFR2-BP ag	M1 antag	M4 PAM	CHRM4 antagonist
CCN(CC)c1ccc(NC(=O)CNCc2ccccc2Cl)c(C)c1	2	-5	6	6	-6	0.5	-18	0	-8
COc1cccc(-c2cc(C(=O)N/N=C/c3ccco3)c3ccccc3n2)c1	4	5	-5	-1	-3	-4.5	4	-9	9
COc1cccc(NC(=O)COC(=O)c2cccnc2)c1	1	0	-6	10	3	-1.3	-12	3	3
Cn1c(CNC(=O)c2cccs2)nnc1SCC(=O)Nc1ccc(Cl)cc1	0	1	-8	4	-1	-0.6	-4	6	0
O=C(c1ccc2c(c1)OCCO2)C1CCN(S(=O)(=O)c2ccccc2F)CC1	10	12	-5	-1	1	3.9	-9	-6	12
O=C(c1ccsc1)N1CCN(C(=O)c2cccs2)CC1	0	-4	-2	7	1	8.2	-6	-2	-3
CCOC(=O)c1ccc(Nc2cc(C)nc(-c3ccccc3O)n2)cc1	2	2	-4	-3	2	-0.5	6	5	-7
COc1cc(NC(=O)c2ccc(Br)o2)ccc1NC(=O)c1ccccc1Cl	6	2	-10	-12	2	-2.1	18	-8	4

Some of the entries above in a different format.
O=C(c1ccc2c(c1)OCCO2)C1CCN(S(=O)(=O)c2ccccc2F)CC1
  CHRM4 agonist = 10
  CHRM5 antagonist = 12
  CHRM5 PAM = -5
  M1 PAM = -1
  CHRM5 agonist = 1
  CRFR2-BP ag = 3.9
  M1 antag = -9
  M4 PAM = -6
  CHRM4 antagonist = 12
O=C(c1ccsc1)N1CCN(C(=O)c2cccs2)CC1
  CHRM4 agonist = 0
  CHRM5 antagonist = -4
  CHRM5 PAM = -2
  M1 PAM = 7
  CHRM5 agonist = 1
  CRFR2-BP ag = 8.2
  M1 antag = -6
  M4 PAM = -2
  CHRM4 antagonist = -3
CCOC(=O)c1ccc(Nc2cc(C)nc(-c3ccccc3O)n2)cc1
  CHRM4 agonist = 2
  CHRM5 antagonist = 2
  CHRM5 PAM = -4
  M1 PAM = -3
  CHRM5 agonist = 2
  CRFR2-BP ag = -0.5
  M1 antag = 6
  M4 PAM = 5
  CHRM4 antagonist = -7

Further records follow.
structure	CHRM4 agonist	CHRM5 antagonist	CHRM5 PAM	M1 PAM	CHRM5 agonist	CRFR2-BP ag	M1 antag	M4 PAM	CHRM4 antagonist
COc1ccc(-c2cc(-c3ccccc3)c(C#N)c(SCC(=O)O)n2)cc1	1	-8	11	17	3	-1.0	-15	2	1
CCOC(=O)N1CCN(C(=O)c2cccc(NC3=NC4CS(=O)(=O)CC4S3)c2)CC1 (centres undefined)	0	-5	2	4	2	-1.2	-7	2	-8
CC(=O)Oc1ccccc1N(C(C)=O)S(=O)(=O)c1ccc2ccccc2c1	2	-3	-1	4	-1	-0.7	-6	1	3
COc1cccc(C(=O)N/N=c2\oc3c(OC)cccc3cc2C(=O)NCc2ccccc2)c1	7	15	-12	-8	2	4.5	12	-10	5
O=C(NCC1CCCO1)c1ccc(COc2ccc(Cl)cc2)cc1 (centres undefined)	4	-16	1	4	0	0.8	5	-4	-2
COc1ccc(S(=O)(=O)NC(=O)C2(C)CCN2C(=O)COc2ccc(Cl)cc2)cc1OC (centres undefined)	0	-9	1	14	0	.	-18	1	-1
O=C1CSC(=S)N1/N=C/c1ccc(O)c([N+](=O)[O-])c1	3	13	-11	8	9	-1.6	-6	4	12
